# Screening results (PubChem)
# hcGAS lum: human cGAS inhibition | recombinant h-cGAS, ATP depletion, Kinase-Glo luminescence | actives 0.081% (n = 290,000) | inhibition, % at 12.5 µM | AID 1259398;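 also: 0% = vehicle reaction and 100% = reaction without DNA for no activity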
# Target sequence (Q8N884 whole entry, looked up): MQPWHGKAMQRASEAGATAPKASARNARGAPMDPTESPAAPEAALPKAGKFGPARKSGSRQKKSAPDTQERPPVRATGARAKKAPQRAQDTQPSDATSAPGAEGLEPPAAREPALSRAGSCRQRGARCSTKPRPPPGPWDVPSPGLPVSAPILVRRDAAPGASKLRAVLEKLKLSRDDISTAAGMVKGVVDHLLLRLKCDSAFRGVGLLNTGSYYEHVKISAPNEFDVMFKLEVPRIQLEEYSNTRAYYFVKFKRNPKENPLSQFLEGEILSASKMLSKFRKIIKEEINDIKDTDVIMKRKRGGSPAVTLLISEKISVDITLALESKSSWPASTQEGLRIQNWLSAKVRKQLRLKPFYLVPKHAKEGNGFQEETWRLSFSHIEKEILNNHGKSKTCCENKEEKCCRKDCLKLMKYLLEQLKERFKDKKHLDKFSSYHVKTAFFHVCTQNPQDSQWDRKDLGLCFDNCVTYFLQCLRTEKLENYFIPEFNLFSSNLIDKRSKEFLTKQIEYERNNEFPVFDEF
# mcGAS lum: mouse cGAS inhibition by luminescence. inhibition, % at 12.5 µM. recombinant cGAS, Kinase-Glo ATP depletion luminescence. actives 0.15% (n = 160,000);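 also: 0% = negative control wells and 100% = reference inhibitor with no enzyme activity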
# NPYLR7 agonist: mosquito NPYLR7 agonism; AID 1259423; actives 0.15% (n = 270,000); HEK293T NPYLR7/Galpha15, GCaMP6s calcium fluorescence; activation, % at 10 µM; in the data active = activation above about 40%;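 also: 0% = vehicle and 100% = reference agonist at the receptor; some compounds past the cut are filed as inactive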
# * marks the source's active call; other numbers are inactive results; . = no result given; & = joins results of further samples. Rule as the data show it, unless noted: active = inhibition above about 40%; inactive = the rest.
SMILES,hcGAS lum,mcGAS lum,NPYLR7 agonist
O=c1oc2ccccc2cc1-c1nnc(Nc2ccc(Oc3ccc(Cl)cc3)cc2)s1,-7,-3,2
Oc1cc(-c2cccc(Cl)c2)cc2c1OCCN(CCn1cccc1)C2,-1,.,5
CCCSc1nc(-c2ccccc2)cc(-c2ccc(OC)cc2)c1C#N,-1,.,-1
CCN1CCC(C(=O)NC(c2ccc(Cl)cc2)c2ncccc2C)CC1 (stereo not drawn),-5,-3,9
Cc1ccc(Nc2ccc(N3CCN(C(=O)CC(C)(C)C)CC3)nn2)cc1,-4,-8,3
CCCCn1c(=O)n(Cc2ccc(C#N)cc2)c(=O)c2c1nc(CO)n2CCC,0,.,-1
COc1ccccc1N=c1scc(-c2ccco2)n1N=Cc1ccco1,-14,-1,6
CC(C)COC(=O)C1C2C=CC3(CN(CC4CCCO4)C(=O)C13)O2 (stereo not drawn),-8,.,-3
Cc1ccc(S(=O)(=O)NC(=O)C2(C)CCN2C(=O)CC2CC2)cc1 (stereo not drawn),-7,.,-2
O=C(CCn1ccnc1)N1CCN(S(=O)(=O)c2cc(C(F)(F)F)ccc2Cl)CC1,-8,-7,19
CC(c1cccc(-c2ccc(CN3CCOCC3)cn2)c1)N1CCCC1 (stereo not drawn),-5,-12,-1
COc1ccc(-c2cc(C(=O)N3CCC(Cc4ccccc4)CC3)c(C)n2-c2ccccc2Cl)cc1,-9,-7,12
O=C1CN(Cc2cccc(C(=O)Nc3ccc4ncccc4c3)c2)CCN1,-9,-8,.
Cc1ccc(C)c(S(=O)(=O)N2CCN(CC(=O)Nc3ccc4c(c3)OCO4)CC2)c1,-3,.,-3
CCC(C)C(NC(=O)c1ccccc1)C(=O)NCc1ccccc1F (stereo not drawn),-7,.,0
Cc1cc(NC(=O)Cc2ccc(S(C)(=O)=O)cc2)n(C(C)C)n1,-5,-10,.
CN(C)c1ccc(C2NCC(CSc3ncnc4sc5c(c34)CCC5)O2)cc1 (stereo not drawn),-3,.,7
Cc1ccc(F)cc1S(=O)(=O)N1CCN(c2nccc(-c3ccc(-n4ccnc4)cc3)n2)CC1,-3,-1,-13
Nc1nc(SCc2cccc([N+](=O)[O-])c2)[nH]c(=O)c1NC(=O)c1ccccc1,-5,-7,-7
C=CCN(Cc1ccc(C)s1)C(=O)c1cnc2sc(C)c(C)n2c1=O,-1,-7,-1
Cc1ccc(F)cc1C(=O)N1CCN(c2nc3nccc(-c4cccs4)n3n2)CC1,-5,-10,0
CCOC(=O)C1(C/C=C/c2ccccc2)CCCN(C(=O)CCc2ccco2)C1 (stereo not drawn),-10,-12,19
CCCCCCC1OCC2(CO1)C(C)C=C(C)CC2C (stereo not drawn),-16,-7,-2
Cc1nccc(N2CCC(Cc3n[nH]c(=O)n3-c3ccccc3)CC2)n1,-6,-15,16
NC(=O)CCN(C(=O)c1ccc2c(c1)CCO2)c1ccccc1,-4,-16,6
CCCCCCCCOc1ccc(-c2nc(-c3ccc(OCCCCCC)cc3)no2)cc1,-1,-3,-9
O=C1N(Cc2ccccn2)C(=O)C2(CCN(Cc3ccoc3)CC2)N1Cc1ccccc1,-8,-16,10
O=C(Nc1cccc(Oc2ccccc2)c1)c1c[nH]c(=O)c(Cl)c1,-8,.,-2
Cc1ccccc1CN1CCC(CNC(=O)c2ccc[nH]c2=O)C1 (stereo not drawn),-3,.,27
CC(C)C(=O)Nc1ccc(Oc2ccc(S(N)(=O)=O)cc2)cc1,-11,.,4
CCOC(=NCCN1CCOCC1)NC(=O)c1ccc(F)cc1,1,0,-2
NC(=O)c1ccc2[nH]ccc2c1,0,-2,-6
CC1=NNc2nc3c(c(=O)n(Cc4cc(C)ccc4C)c(=O)n3C)n2C1C (stereo not drawn),3,0,-7
CCOC(=O)NNS(=O)(=O)c1cc(C)sc1C,-4,.,9
CCOC(=O)c1nn(-c2ccc(C)cc2)c(=O)cc1N1CCN(C(C)=O)CC1,3,.,9
CC(=O)Nc1nn(C)c2c1CC(C)C(=O)N2 (stereo not drawn),-4,-12,-14
CN(C(=O)CCc1nnc(-c2ccc(-c3ccccc3)cc2)o1)C1CCOCC1,-4,-5,4
CCN1CCN(C(=O)c2ccc(CSc3nnc(-c4ccc([N+](=O)[O-])cc4)n3-c3ccc(C)cc3)cc2)CC1,-5,-7,-11
COc1ccc(N2CCN(C(=O)c3cc(-c4ccccc4OC)nc4cc(-c5ccc(Cl)cc5)nn34)CC2)cc1,-7,-5,11
COCC(C)N(Cc1ccccc1OC)C(=O)c1cnn2ccccc12 (stereo not drawn),-1,.,7
O=C1NC2(CCCCCC2)C(=O)N1CN(C1CC1)C1CCc2ccccc21 (stereo not drawn),-8,.,8
Cc1cc(Cl)ccc1NC(=O)CCn1c(=O)n(C)c2ccccc21,-3,.,2
O=C(COC(=O)c1n[nH]c(=O)c2ccccc12)Nc1ccc2c(c1)CCC2,4,.,3
CCOC(=O)Cc1csc(NC(=O)COc2ccc(OC)cc2)n1,-7,-8,-13
Cc1ccc(C(=O)Oc2coc(CSc3nncn3C)cc2=O)cc1,-7,-4,-7
CCOc1ccc(S(=O)(=O)NC2CCN(C3CC3)C2)c2ccccc12 (stereo not drawn),-6,-15,7
CCC(C(=O)Nc1c(-c2cc(C)cc(C)c2)nc2cc(C)ccn12)c1ccccc1 (stereo not drawn),-8,-7,-9
COc1ccc(OC)c(C2C(C(=O)OC(C)C)=C(C)NC3=C2C(=O)CCC3)c1 (stereo not drawn),-1,.,8

# Pulled by compound from the list above:
SMILES,hcGAS lum,mcGAS lum,NPYLR7 agonist
Cc1ccc(C(=O)Oc2coc(CSc3nncn3C)cc2=O)cc1,-7,-4,-7
O=C(COC(=O)c1n[nH]c(=O)c2ccccc12)Nc1ccc2c(c1)CCC2,4,.,3
CCN1CCN(C(=O)c2ccc(CSc3nnc(-c4ccc([N+](=O)[O-])cc4)n3-c3ccc(C)cc3)cc2)CC1,-5,-7,-11

# More structures:
SMILES,hcGAS lum,mcGAS lum,NPYLR7 agonist
COc1ccc2c(c1)CCc1cnc(-n3ncc(C(=O)NCc4ccc5c(c4)CCCN5C)c3C)nc1-2,-5,-12,25
CCC(COC)NC(=O)c1ccc(-c2n[nH]c3c2COc2ccccc2-3)cc1 (stereo not drawn),-5,-6,34
O=S(=O)(Nc1cccc(C#Cc2ccccc2)c1)c1ccc(S(=O)(=O)N2CCOCC2)cc1,-5,.,-5
Cc1cc(=O)[nH]c(-n2nc(-c3cccs3)cc2NC(=O)c2ccco2)n1,-5,.,2
NC(=O)C1Cc2ccccc2N1 (stereo not drawn),-6,.,-1
Cc1ccc(/C=C/C(=O)N2CCCC(N3CCNC3=O)C2)s1 (stereo not drawn),-7,-12,9
COc1ccc(S(=O)(=O)n2nnc3ccccc32)cc1OC,-1,.,-3
CC(Cl)C(=O)NC(C)c1nnc(SCc2ccc(F)cc2)n1-c1ccc([N+](=O)[O-])cc1 (stereo not drawn),1,-1,1
O=C(Cn1cnc2sc3c(c2c1=O)CCC3)c1ccccc1,-4,.,-1
Fc1ccc(-c2csc3nc[nH]c(=S)c23)cc1,2,.,6
CCOC(=O)c1nc2cc(C)c(C)cc2nc1N1CCN(C(=O)C2CCN(C(C)=O)CC2)CC1,-7,-7,4
Cn1ccc2c(NC(=O)N3CCN(C(=O)C(C)(C)C)CC3)cccc21,4,.,-8
CCOC(=O)N1CCN(C2CCCN(C(=O)/C=C/c3cnn(C)c3)C2)CC1 (stereo not drawn),3,.,6
C=CCNC(=O)c1ccccc1N1CCC(NC(=O)c2ccc(OC)cc2)CC1,-5,-5,-2
Cc1ccc(-c2ncc(C(=O)NCCNC(=O)C(C)C)s2)c(C)c1,-2,0,-4
CCn1c(C2CCCNC2)nn(Cc2cccc(C(=O)OC)c2)c1=O (stereo not drawn),-4,-21,3
NC(=O)c1c(NCC(=O)NCc2ccc(F)cc2)sc2c1CCCC2,-7,.,0
Cc1cccc(Oc2ccc(NC(=O)c3cc[nH]c(=O)c3)cn2)c1C,-3,.,2
COc1ccc(CNC(=O)CSc2n[nH]c(=O)c3cc(-c4ccc(F)cc4)nn23)cc1,-5,-3,-2
O=C1CSC(=NN=Cc2ccc(I)o2)N1,-2,-5,8
NC(=O)CSc1nnc(C2CC2)n1C1CC1,-6,.,3
Cn1cnnc1C1CCN(C(=O)c2cccc(C#CC(C)(C)O)c2)CC1,-6,-13,6
CN(Cc1ccoc1)c1nc(C(C)(C)C)nc2c1cnn2C,-1,3,1
COc1cc(CN2CCCOC(CN3CCCC3)C2)cc(OC)c1OC (stereo not drawn),-9,-6,.
CCC(CC)n1nc(C)cc1NC(=O)c1ccncc1F,-8,.,14
Cc1ccc(C(=O)Nc2ccc(N3CCC(Cc4ccccc4)CC3)c(C(=O)N3CCCC3)c2)cc1[N+](=O)[O-],0,0,-2
CN(C)CCCN1C(=O)C(=O)C(=C(O)c2ccc(F)cc2)C1c1cccc([N+](=O)[O-])c1 (stereo not drawn),6,-2,-2
CCOc1cc(CNc2nn[nH]n2)cc(Br)c1OCc1ccccc1,-1,.,-10
COc1cccc(OCc2ccccc2)c1C(=O)NCc1cccnc1,-5,.,-11
CCCNC(=O)c1cc(=O)c(OCc2ccc(F)cc2)c[nH]1,-8,.,1
CC(C)N1CCCC(C)(C(=O)Nc2ccc(OC(F)F)cc2)C1 (stereo not drawn),-11,.,0
Cc1ccc(C)c(S(=O)(=O)N2CCN(C(=O)C=Cc3ccsc3)CC2)c1,-9,-6,1
CCOc1cccc(CN2CCC(Cc3ccc(OC)cc3)CC2)c1,-4,-5,2
COc1cccc(OC)c1C(=O)N1CCN(C(C(=O)NCc2cccc(F)c2)C2CCCC2)CC1 (stereo not drawn),-3,.,-3
COc1ccc(C2c3cccn3CCCN2Cc2ccc(Cl)cc2)cc1OC (stereo not drawn),-3,-4,4
CCOc1ccc(-c2cccc(NS(=O)(=O)c3ccc(C)cc3C)c2)nn1,-6,-7,12

# Five compounds from above, showing only hcGAS lum and mcGAS lum.
SMILES | hcGAS lum | mcGAS lum
CCC(CC)n1nc(C)cc1NC(=O)c1ccncc1F | -8 | .
CCOc1cccc(CN2CCC(Cc3ccc(OC)cc3)CC2)c1 | -4 | -5
COc1cccc(OC)c1C(=O)N1CCN(C(C(=O)NCc2cccc(F)c2)C2CCCC2)CC1 (stereo not drawn) | -3 | .
COc1ccc(C2c3cccn3CCCN2Cc2ccc(Cl)cc2)cc1OC (stereo not drawn) | -3 | -4
Cc1ccc(C)c(S(=O)(=O)N2CCN(C(=O)C=Cc3ccsc3)CC2)c1 | -9 | -6

# Following part:
SMILES,hcGAS lum,mcGAS lum,NPYLR7 agonist
CN(C)CCOC(=O)COc1ccc(Cl)cc1,-4&2&-10&-2,-3&-1,-3&-6&-4&-1
CC1CCC2(CC1)NC(=O)N(CN1CCN(Cc3nc4ccccc4s3)CC1)C2=O (stereo not drawn),-12,.,7
COc1ccc(NC(=O)c2sc(=O)n(Cc3ccc(OC(C)=O)cc3)c2C)cc1,-4,.,10
CCN1CCC(=NN2CCOCC2)CC1,-4,.,-3
C=CCN(Cc1cccs1)C(=O)c1cc(Cl)c[nH]1,-12,.,5
Cc1cc(C)n(CC(=O)NC2CC(=O)N(CCCc3ccccc3)C2)n1 (stereo not drawn),-8,-13,20
Cc1ccc(NC(=O)CC2CSc3nc4c(cnn4-c4ccccc4)c(=O)n32)cc1C (stereo not drawn),0,-1,2
COc1cccc(C(CN2CCN(C(=O)Nc3ccc(OC)cc3OC)CC2)OCc2cccc(Cl)c2)c1 (stereo not drawn),-10,-6,.
CCOC(=O)Cc1c(C)nc(Cc2ccc(OC(C)C)cc2)[nH]c1=O,-4,.,-1
COc1ccc(-c2ccccc2C(N)=O)cc1Cl,-3,-19,1
Cc1cc(C(=O)N/N=C\c2cccc(O)c2)n[nH]1,-8,-5,5
COc1ccc(Nc2ccc([N+](=O)[O-])cn2)cc1,-7,.,-2
Cc1cccc2nc(CNc3ccc(-c4nc(C5CC5)no4)cn3)cn12,3,.,5
CCCCn1c(N)c(N(CC)C(=O)CCl)c(=O)[nH]c1=O,-5,-5,1
CCOc1ccccc1C(=O)Oc1coc(CSc2nc(C)cc(C)n2)cc1=O,-2,2,-14
COc1ccc(C(=O)N2CCc3sccc3C2c2ccc(Cl)cc2Cl)cc1 (stereo not drawn),-3,-4,.
CC(=O)N1CCN(C(=S)c2ccc(C(C)(C)C)cc2)CC1,0,.,0
N#CC1C(N)=NC(=S)C(C(N)=O)C12CCCCC2 (stereo not drawn),-5,0,5
COc1ccc(CN(CC2CCCO2)C(=O)c2ccccc2Cl)cc1OS(=O)(=O)c1ccc(NC(C)=O)cc1 (stereo not drawn),-3,-5,-1
O=S(=O)(NN=C1CCSc2ccccc21)c1ccc(Br)cc1,-2,-3,7
CC(C)c1ccc(Nc2ncc3c(n2)CCN(C(=O)Nc2ccc(OC(F)(F)F)cc2)C3)cc1,-5,-3,2
COc1ccc2[nH]c3c(c2c1)CCN(C(=O)C(c1ccccc1)c1ccccc1)C3c1ccc(-c2ccccc2C(F)(F)F)o1 (stereo not drawn),-1,-6,15
Cc1noc(C)c1CC(=O)Nc1cccc(CN2CCCCC2)c1,-15,.,3
Fc1ccc(-c2nc3ccccn3c2NCc2ccccc2)cc1,-7,-9,12
CCN(CC(=O)NC(C)C)C(=O)c1ccc(SC(F)(F)F)cc1,-2,.,10
O=C1NCC2(CCCN(c3nc(-c4ccccc4)nc4ccccc34)CC2)O1 (stereo not drawn),-3,.,4
CCCc1c(C(=O)NCc2ccco2)cnn1C(C)(C)C,-2,-5,21

# Part of the list above in order of length of the SMILES, low to high:
SMILES,hcGAS lum,mcGAS lum,NPYLR7 agonist
O=S(=O)(NN=C1CCSc2ccccc21)c1ccc(Br)cc1,-2,-3,7
CCCCn1c(N)c(N(CC)C(=O)CCl)c(=O)[nH]c1=O,-5,-5,1
COc1ccc(CN(CC2CCCO2)C(=O)c2ccccc2Cl)cc1OS(=O)(=O)c1ccc(NC(C)=O)cc1 (stereo not drawn),-3,-5,-1
